C2C12 statin – protects C2C12 myotubes from simvastatin toxicity. ATP luminescence, 48 h; scaled: DMSO 0, geranylgeraniol control 100. rescue of ATP level, % at 7.49 µM. actives 0.78% (n = 330,000). AID 602340;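 active = mean ATP rescue above about 67%, or every replicate alone reaching that limit, limit read from the data, passing the limit was not always enough; inconclusive = no clear call, values can overlap the other calls; inactive = mean under the limit and some replicate under it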;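 also: myotubes were challenged with 10 µM simvastatin during compound exposure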
PglD DTNB – PglD (C. jejuni) enzyme inhibition | inhibition, % at 12.5 µM | purified PglD enzyme, DTNB colorimetric CoA detection | AID 602405 | actives 0.098% (n = 360,000); in the data active = inhibition above about 16%, passing the limit was not always enough; inconclusive = no clear call, values can overlap the other calls; also: strong numbers were not always called active
SIRT5 inh – sirtuin-5 (human) deacylase inhibition; Q9NXA8; Purified SirT5, succinyl-peptide AMC, trypsin-coupled fluorescence; inhibition, % at 15 µM; actives 1.1% (n = 330,000); AID 652115; in the data active = inhibition above about 15%; inconclusive = no clear call, values can overlap the other calls
Target sequence (Q9NXA8 whole entry, looked up): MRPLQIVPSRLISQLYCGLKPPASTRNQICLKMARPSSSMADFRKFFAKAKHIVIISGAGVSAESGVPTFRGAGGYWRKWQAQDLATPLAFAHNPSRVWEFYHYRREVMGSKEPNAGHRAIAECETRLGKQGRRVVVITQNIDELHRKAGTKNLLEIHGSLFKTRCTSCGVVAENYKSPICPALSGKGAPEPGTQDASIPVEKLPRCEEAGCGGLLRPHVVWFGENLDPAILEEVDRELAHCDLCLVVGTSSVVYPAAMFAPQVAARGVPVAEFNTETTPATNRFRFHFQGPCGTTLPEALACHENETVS
ERp5 block – blocks human ERp5 reductase activity on insulin; Q15084; ERp5 insulin aggregation, absorbance 650 nm, 90 min; inhibition, % at 9.99 µM; actives 0.05% (n = 350,000); AID 651711;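 active = mean replicate inhibition above about 25%, with every replicate also reaching it, limit read from the data, passing the limit was not always enough; inconclusive = only one of those two criteria met; inactive = neither criterion met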
Target sequence (Q15084 whole entry, looked up): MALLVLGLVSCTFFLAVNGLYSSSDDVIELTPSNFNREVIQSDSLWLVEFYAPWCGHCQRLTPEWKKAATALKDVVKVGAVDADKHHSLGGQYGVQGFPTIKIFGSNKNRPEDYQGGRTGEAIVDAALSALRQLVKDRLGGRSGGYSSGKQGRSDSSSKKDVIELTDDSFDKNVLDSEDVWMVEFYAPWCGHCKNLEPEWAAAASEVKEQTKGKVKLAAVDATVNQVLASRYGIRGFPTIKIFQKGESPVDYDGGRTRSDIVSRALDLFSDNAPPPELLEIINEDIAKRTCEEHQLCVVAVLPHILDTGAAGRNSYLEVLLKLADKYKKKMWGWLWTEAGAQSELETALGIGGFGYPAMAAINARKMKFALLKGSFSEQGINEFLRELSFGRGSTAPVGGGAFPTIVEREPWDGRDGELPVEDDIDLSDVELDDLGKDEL
E-selectin induc – induces E-selectin expression in human endothelial cells | P16581 | HUVEC E-selectin immunofluorescence imaging; normalized: neutral wells 0, TNF-alpha wells 100 | activation, % at 7.58 µM | actives 0.37% (n = 260,000);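 active = mean E-selectin-positive cell signal at least 10% of the positive control, reached in at least 60% of replicates, without over 20% cell loss; inconclusive = no rule given, readout overlaps actives, possibly toxicity-flagged; inactive = the rest, including those meeting only one limit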;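 also: in these data hits start at about 27%; measured in HUVEC primary endothelial cells; signal is the percent of cells scored E-selectin positive by PE staining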
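assay system = HUVEC, human umbilical vein endothelial cells | input = 3,000 HUVEC seeded per well | medium = EGM-2 growth medium on 0.1% gelatin-coated wells | dosing = one compound dose added by pin transfer | signal = immunofluorescence imaging | read-out basis = % PE-positive cells | control set = TNF-alpha, DMSO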
S100A4 inh HTS – inhibitors of human S100A4 binding to myosin IIA peptide | S100A4/TAMRA-MyoIIA peptide fluorescence polarization | inhibition, % at 10.7 µM | actives 0.14% (n = 360,000);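 active = mean inhibition of at least 70% across replicates, with every replicate also reaching that level; inconclusive = mean inhibition reaches 70% but some replicates fall short; inactive = mean inhibition below 70%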
Target sequence (P26447 whole entry, looked up): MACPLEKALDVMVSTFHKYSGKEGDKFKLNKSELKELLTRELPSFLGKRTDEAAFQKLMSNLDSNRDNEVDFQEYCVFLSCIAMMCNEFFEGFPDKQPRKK
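assay system = human S100A4 monomer with TAMRA-labelled myosin IIA peptide | also added = labelled myosin peptide probe, 5 nM | incubation = 5 min between mix addition and reading | control set = DMSO and TFP controls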
DENV2 CPE – DENV2-induced cell death inhibition; DENV2-infected cells, cytopathic effect rescue, plate reader; CPE inhibition, % at 9.99 µM; actives 1.7% (n = 350,000); AID 651640; in the data active = CPE inhibition above about 20%, passing the limit was not always enough; inconclusive = no clear call, values can overlap the other calls; tested in BHK-21 cells;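 also: 0% = median of neutral control wells and 100% = median of positive control wells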
The depositor's hits bear a star; ? = inconclusive; . = not tested or not shown; & = joins results of further samples. This is a subset. The share of hits here may be higher or lower than overall.

mol | C2C12 statin | PglD DTNB | SIRT5 inh | ERp5 block | E-selectin induc | S100A4 inh HTS | DENV2 CPE
CCCC(=O)Nc1ccc2c(c1)OC[C@@H](C)N(CC1CCOCC1)C[C@@H](C)[C@@H](OC)CN(C)C2=O | -3 | 7 | 6 | 0 | -0.3 | 9 | -3
COc1ccc([C@H]2C=C(C(=O)N3CCCCC3)O[C@@H](OCc3ccc(CO)cc3)C2)cc1 | . | 1 | 4 | 0 | . | 3 | 7
COc1ccc(CN(C)C[C@H]2Oc3ccc(NC(=O)Nc4ccc(C(F)(F)F)cc4)cc3C(=O)N([C@H](C)CO)C[C@@H]2C)cc1 | -13 | -13 | -5 | 4 | 0.3 | 0 | -8
CC(C)CN(C(=O)c1ccc([N+](=O)[O-])s1)c1c(N)n(Cc2ccccc2)c(=O)[nH]c1=O | 15 | 0 | -3 | -3 | 0.1 | -19 | -4
O=C(Nc1ccc2c(c1)[C@H]1C[C@H](CC(=O)N3CCc4ccccc4C3)O[C@@H](CO)[C@H]1O2)C1CCOCC1 | -5 | -3 | -5 | 15 | 0.7 | -3 | 6
CC1CCCCC1NC(=O)CN(C)S(=O)(=O)c1cccc2cccnc12 (stereo not drawn) | 14 | -1 | 0 | 1 | 2.9 | -2 | 4
CN(Cc1ccon1)C(=O)CC1C(=O)NCCN1CC(C)(C)C (stereo not drawn) | . | . | -1 | -3 | . | -19 | 3
Clc1cccc(Cc2c(C3CCCCC3)nc3c4ccccc4ccn23)c1 | . | . | -14 | -3 | 0.2 | 6 | ?
O=C(C1CCC1)N1C[C@@H]2[C@H](c3ccccc31)[C@H](CO)N2C(=O)Nc1cccc(F)c1 | 7 | 5 | -1 | 0 | 1.0 | 0 | 15
CCOP(=O)(OCC)C(NC(=O)Nc1cccc(Cl)c1)c1ccccc1 (stereo not drawn) | 12 | 11 | 1 | -2 | 0.0 | 5 | .
Cc1ccccc1N1CCN(C2CCCN(C(=O)c3cnsn3)C2)CC1 (stereo not drawn) | -2 | 1 | -6 | 6 | . | -3 | 0
CC(C)c1ccc(C(C)NCCS(=O)(=O)c2ccc(Cl)cc2)cc1 (stereo not drawn) | -1 | 7 | -1 | -2 | -1.5 | -3 | 1

Continued, starting with the last two of the part before.
mol | C2C12 statin | PglD DTNB | SIRT5 inh | ERp5 block | E-selectin induc | S100A4 inh HTS | DENV2 CPE
Cc1ccccc1N1CCN(C2CCCN(C(=O)c3cnsn3)C2)CC1 (stereo not drawn) | -2 | 1 | -6 | 6 | . | -3 | 0
CC(C)c1ccc(C(C)NCCS(=O)(=O)c2ccc(Cl)cc2)cc1 (stereo not drawn) | -1 | 7 | -1 | -2 | -1.5 | -3 | 1
O=C(C1=C[C@H](C2CCCCC2)C[C@H](OCCCCO)O1)N1CCN(Cc2ccccc2)CC1 | 7 | -1&0 | 1 | -3&7 | -0.1 | -7&1 | 4&-1
CCCNC(=O)C1(C)CCN(C(=O)c2cccc(Cl)c2)C1 (stereo not drawn) | 0 | 0 | 0 | 5 | . | -5 | 14
CCn1c(COc2ccccc2OC)nnc1SCC(=O)NC1CCCC1 | -23 | -3 | 0 | -1 | 0.0 | -1 | -6
COc1ccc(/C=N/NC(=O)CNC(=O)c2ccc3c(c2)OCCO3)c(C(=O)O)c1OC | 8 | -2 | -10 | -9 | . | -3 | 9
C[C@H](CO)N1C[C@H](C)[C@@H](CN(C)Cc2ccc(C(F)(F)F)cc2)Oc2c(NC(=O)c3ccncc3)cccc2C1=O | -34 | -1 | . | 7 | . | 12 | -4
COc1cccc(OC)c1C(=O)N1CCN(Cc2c[nH]c3ccccc23)CC1 | 2 | -1 | 1 | 2 | 1.0 | -10 | 55*
O=C(Cn1c(-c2ccccc2)c[n+]2ccsc12)c1ccc([N+](=O)[O-])cc1 | . | 2 | -1 | 5 | . | -7 | -1
Cc1ccnc2c1NC(=O)c1cccnc1N2C1CC1 | 7 | -6&5 | -5 | 1 | 0.2 | 2&15 | -5
O=C(Nc1cccc([N+](=O)[O-])c1)ONC1=NCCCCC1 | . | 4 | -1 | 3 | 8.5 | -1 | 5
O=C(O)c1ccc(N2CC3CC(C2)c2cccc(=O)n2C3)c(NC(=S)Nc2ccc(Cl)cc2Cl)c1 (stereo not drawn) | -3 | 1 | 1 | 8 | 0.0 | -7 | 6
C[C@H]1CN([C@@H](C)CO)S(=O)(=O)c2ccc(-c3cccc(C#N)c3)cc2O[C@@H]1CN(C)Cc1cccc(F)c1 | -85 | -1 | 1 | 2 | 0.2 | 3 | -14
C[C@H]1COC(=O)[C@@H](CC(=O)OC(C)(C)C)C/C=C\C[C@H](CC(=O)NCCO)C(=O)N1 | -16 | -1 | . | 1 | 0.0 | -3 | -7

Part of the list above, as labelled records:
> Cc1ccnc2c1NC(=O)c1cccnc1N2C1CC1
  C2C12 statin: 7	PglD DTNB: -6&5	SIRT5 inh: -5	ERp5 block: 1	E-selectin induc: 0.2	S100A4 inh HTS: 2&15	DENV2 CPE: -5

> O=C(O)c1ccc(N2CC3CC(C2)c2cccc(=O)n2C3)c(NC(=S)Nc2ccc(Cl)cc2Cl)c1 (stereo not drawn)
  C2C12 statin: -3	PglD DTNB: 1	SIRT5 inh: 1	ERp5 block: 8	E-selectin induc: 0.0	S100A4 inh HTS: -7	DENV2 CPE: 6

> CC(C)CN(C(=O)c1ccc([N+](=O)[O-])s1)c1c(N)n(Cc2ccccc2)c(=O)[nH]c1=O
  C2C12 statin: 15	PglD DTNB: 0	SIRT5 inh: -3	ERp5 block: -3	E-selectin induc: 0.1	S100A4 inh HTS: -19	DENV2 CPE: -4

> COc1ccc([C@H]2C=C(C(=O)N3CCCCC3)O[C@@H](OCc3ccc(CO)cc3)C2)cc1
  C2C12 statin: .	PglD DTNB: 1	SIRT5 inh: 4	ERp5 block: 0	E-selectin induc: .	S100A4 inh HTS: 3	DENV2 CPE: 7

(continued)
mol | C2C12 statin | PglD DTNB | SIRT5 inh | ERp5 block | E-selectin induc | S100A4 inh HTS | DENV2 CPE
COc1cccc(N2CC(O)Cn3c2nc2c3c(=O)[nH]c(=O)n2C)c1 (stereo not drawn) | 1 | 1 | -6 | 0 | 0.5 | -5 | 7
C[C@H](CO)N1C[C@H](C)[C@@H](CN(C)S(=O)(=O)c2ccccc2F)Oc2ncc(Br)cc2C1=O | -5 | -1 | -4 | -7 | -0.4 | -2&2 | 10&-10
CN1CCN(CCCNC(=O)c2ccc(Cn3c(=S)[nH]c4ccc(Br)cc4c3=O)cc2)CC1 | -4 | -4 | -8 | 0 | 4.3 | -1 | 7
Cc1ccc(S(=O)(=O)Nc2ccc3c(c2)C(=O)N([C@H](C)CO)C[C@@H](C)[C@@H](CN(C)C(=O)CCC(F)(F)F)OCCCC[C@H](C)O3)cc1 | . | 10 | 3 | 2 | . | -5 | 13
COc1ccc(S(=O)(=O)N2CCC(C(=O)NCc3ccncc3)CC2)cc1Cl | -5 | -4 | -4 | -4 | . | -2 | -1
COc1ccc(C)cc1S(=O)(=O)Nc1cc2c3c(c1)CC(=O)N3CCC2 | 8 | -1 | 1 | 5 | 1.9 | -10 | -2
O=C1c2ccccc2NC2(CCCC2)N1NS(=O)(=O)c1ccccc1 | . | . | -5 | -7 | . | 13 | 3
CN(C[C@H](Cc1ccccc1)N(C[C@@H](Cc1cccc2ccccc12)N(CCc1ccccc1)N=O)N=O)N=O | -25 | 4 | . | -1 | 0.0 | -3 | ?
Cc1c(C(=O)N2CCCCC2)c(S(=O)(=O)NCCc2ccc(S(N)(=O)=O)cc2)c(C)n1C | -1 | 3 | -7 | 0 | . | 0 | 2
Cc1cc(Cc2cc(C)c(O)c(CO)c2)cc(CO)c1O | 8 | -3 | -4 | -1 | -0.3 | 0 | 1
Cc1cccc(C)c1OCc1cc(C(=O)N(C)CCc2ccccn2)no1 | 2 | -3 | -3 | 3 | -0.1 | 3 | -6
COCc1[nH]c(=S)[nH]c(=O)c1C | 7 | 5 | 1 | 2 | . | -4 | 2

More results:
Short keys: A = C2C12 statin; B = PglD DTNB; C = SIRT5 inh; D = ERp5 block; E = E-selectin induc; F = S100A4 inh HTS; G = DENV2 CPE
Cc1ccc2oc(=O)c(/C=C(\O)c3cccs3)nc2c1
  A = .; B = .; C = -1; D = .; E = .; F = 3; G = 4

Cc1ccccc1C(=O)N(C)[C@H]1C[C@H]2c3[nH]c4c(-c5ccc6c(c5)OCO6)cccc4c3CCN2C(=O)[C@H]1[C@H](C)O
  A = .; B = .; C = 0; D = 6; E = -0.1; F = 3; G = -16

COc1ccccc1N(C)S(=O)(=O)c1ccc(C(=O)NCc2ccc3c(c2)OCO3)cc1
  A = .; B = .; C = 0; D = 1; E = .; F = -4; G = -2

C=CCn1c(SCC(C)=O)nc2scc(-c3ccco3)c2c1=O
  A = -3; B = .; C = 1; D = 2; E = .; F = -6; G = -9

O=C(C1CCC1)N1CC(=O)N2[C@H](CO)[C@@H](c3ccc(C#CCc4ccccc4)cc3)[C@@H]2C1
  A = .; B = .; C = 5; D = 0; E = 0.0; F = 3; G = -8

CCSc1cc(C)nc2c(-c3ccc(Cl)cc3)c(C)nn12
  A = 93*; B = 6; C = -1; D = -7; E = .; F = 5; G = 8

COc1ccccc1NS(=O)(=O)c1cc(C(=O)N2CCN(C(=O)c3ccco3)CC2)ccc1F
  A = -5; B = -2; C = 0; D = -2; E = .; F = -1; G = 0

Cc1ccc(S(=O)(=O)N(C)C[C@@H]2Oc3ccc(NS(=O)(=O)c4c(C)noc4C)cc3CC(=O)N([C@@H](C)CO)C[C@H]2C)cc1
  A = 4; B = 5; C = 3; D = 2; E = -0.1; F = 3; G = -2

COc1ccc(Br)cc1CNC(=O)C1CCN(S(=O)(=O)N2CCC(C)CC2)CC1
  A = -5; B = -6; C = 0; D = 4; E = .; F = 0; G = .

O=C(CCC(F)(F)F)N1CCCC(CO)(CCc2ccccc2)C1 (stereo not drawn)
  A = 7; B = 1; C = -2; D = -2; E = 0.0; F = 2; G = 10

CC(=O)NCCCC[C@@H]1NC(=O)[C@@H]2C[C@H](C(=O)O)[C@H](c3ccc(O)cc3)N2C1=O
  A = .; B = -1; C = -2; D = 1; E = .; F = -6; G = 5

COC(=O)C[C@H]1C[C@H]2c3cc(NC(=O)C4CCOCC4)ccc3O[C@H]2[C@@H](CO)O1
  A = -4; B = 2; C = 2; D = 4&1; E = -0.3; F = -2&1; G = 3&-1

N#C[C@H]1[C@H](c2ccccc2-c2ccccc2F)[C@@H](CO)N1C(=O)c1cccc(F)c1
  A = .; B = .; C = 6; D = 4; E = -0.2; F = -24; G = -15

COCCCNC(=O)COc1cc2c(c3oc(=O)c(C)c(C)c13)CCC(C)(C)O2
  A = -3; B = 7; C = -27; D = 6; E = .; F = -1; G = 4

CC(=O)N1CC[C@@H]2[C@H](CO)Nc3ccc(C#Cc4ccccc4F)cc3[C@@H]21
  A = -18; B = 1; C = 11; D = -1; E = 0.2; F = -15; G = 12

CCCNC(=O)N1CC2(CCN(C(=O)C3CC3)CC2)c2c([nH]c3cc(OC)ccc23)[C@@H]1CO
  A = .; B = .; C = -2; D = -9; E = -0.3; F = 9; G = 9

COc1cccc(CN(C)C(=O)c2cc(S(=O)(=O)NCc3ccccc3)ccc2C)c1OC
  A = 10; B = .; C = -4; D = -4; E = -1.7; F = -12; G = 5

COc1ccc(-c2cnc3c(c2)C(=O)N([C@H](C)CO)C[C@@H](C)[C@H](CN(C)Cc2ccccc2)O3)cc1
  A = -9&26&-9; B = -1&-3&0; C = 1&0&2; D = 2&-13&4; E = 8.6&0.7; F = -2&-4&4; G = -1&7&14

CCN1C[C@@H]2[C@@H]3C(=O)N(Cc4ccccc4)C(=O)[C@@H]3[C@](Cc3ccccc3)(C(=O)OC)N2C1=NC1CCCCC1
  A = -10; B = 1; C = 1; D = 0; E = -0.1; F = 3; G = 0

O=C(Nc1ccccc1)N1C[C@H]2[C@@H](c3ccccc31)[C@@H](CO)N2C(=O)c1ccccn1
  A = 15; B = 1; C = 8; D = -1; E = -0.3; F = 20; G = -9

Assay outcomes: PubChem, Broad Institute
